hgDAF-12 ag = H. glycines DAF-12 receptor agonists, primary screen, cell-based, luminescence, HEK293, GAL4 fusion, UAS-luciferase. Nuclear hormone receptor DAF-12 (Heterodera glycines), GAL4 fusion. HEK293 GAL4-hgDAF12 UAS-luciferase reporter, agonist luminescence; normalized to butyrate control. activation, % at 6.8 µM. hit rate 1.8% among 370,000;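 active means activation above a cutoff set at the mean of all screened compounds plus 3 SD, cut at about 10% in these data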;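 further: 0% = DMSO wells and 100% = sodium butyrate wells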
DAX1 inh-1 = DAX1 (NR0B1) inhibitors, primary screen, cell-based, HEK293, Gal4-DAX1, luciferase luminescence; inhibition, % at 6.75 µM; Nuclear receptor subfamily 0 group B member 1 (Homo sapiens), P51843; hit rate 0.99% among 340,000; AID 504766, 2011; HEK293 Gal4-DAX1 luciferase reporter;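 active means inhibition above the mean over all tested compounds plus 3 SD, cut at about 4.2% in these data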;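 further: 0% = DAX1-transfected cells with DMSO and 100% = empty-vector control cells with DMSO; inhibition shows as a rise in luminescence from relieved DAX1 repression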
GC-A act = GC-A stimulated cGMP production enhancers – HEK293 GC-A cells, cGMP TR-FRET, EC30 ANP, primary screen | Atrial natriuretic peptide receptor 1 (Homo sapiens), P16066 | 0% at EC30 ANP, 100% saturating ANP | AID 1671463, 2021 | activation, % at 10 µM | hit rate 0.14% among 370,000; in the data active means activation above about 40%
Target sequence (P16066 whole entry, looked up): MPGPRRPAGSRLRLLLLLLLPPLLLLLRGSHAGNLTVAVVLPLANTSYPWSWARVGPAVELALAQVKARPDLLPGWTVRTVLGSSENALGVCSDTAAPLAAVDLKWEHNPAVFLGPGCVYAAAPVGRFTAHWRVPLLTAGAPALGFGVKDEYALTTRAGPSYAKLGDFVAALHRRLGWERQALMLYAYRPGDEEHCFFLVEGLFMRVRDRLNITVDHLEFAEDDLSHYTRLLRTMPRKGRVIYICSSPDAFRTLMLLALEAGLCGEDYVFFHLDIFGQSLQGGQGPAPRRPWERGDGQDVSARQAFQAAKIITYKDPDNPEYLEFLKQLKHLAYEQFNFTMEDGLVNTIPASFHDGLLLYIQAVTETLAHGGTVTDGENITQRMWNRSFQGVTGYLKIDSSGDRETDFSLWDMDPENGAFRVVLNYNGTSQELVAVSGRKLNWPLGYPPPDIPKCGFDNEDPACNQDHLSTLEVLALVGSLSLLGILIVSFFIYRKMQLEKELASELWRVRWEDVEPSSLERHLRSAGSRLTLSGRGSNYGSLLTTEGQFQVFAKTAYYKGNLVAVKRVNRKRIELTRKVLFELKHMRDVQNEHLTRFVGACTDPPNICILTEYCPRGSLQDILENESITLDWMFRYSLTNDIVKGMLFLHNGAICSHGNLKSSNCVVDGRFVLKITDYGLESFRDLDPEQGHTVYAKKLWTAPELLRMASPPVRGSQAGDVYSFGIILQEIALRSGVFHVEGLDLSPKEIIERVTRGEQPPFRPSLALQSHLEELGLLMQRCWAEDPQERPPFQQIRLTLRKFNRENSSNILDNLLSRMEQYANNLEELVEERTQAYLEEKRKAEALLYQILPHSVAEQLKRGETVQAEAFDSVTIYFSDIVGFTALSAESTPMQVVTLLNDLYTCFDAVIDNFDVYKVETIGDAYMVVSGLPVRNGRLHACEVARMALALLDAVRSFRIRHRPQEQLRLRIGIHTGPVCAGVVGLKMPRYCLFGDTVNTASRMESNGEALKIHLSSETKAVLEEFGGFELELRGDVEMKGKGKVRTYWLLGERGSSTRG
GC-B act = human GC-B receptor activators, primary screen, HEK293 GC-B cells, cGMP TR-FRET, EC30 CNP. 0% at EC30 CNP, 100% saturating CNP. activation, % at 10 µM. hit rate 0.11% among 370,000. AID 1920062, 2024;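 active means activation at 10 µM reaching about 35% in either raw or pattern-adjusted values, limit read from the data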
FXN GAA850 act = FXN promoter activators, primary screen, cell-based, luciferase luminescence, HEK293 lucGAA850; HEK293 lucGAA850 FXN promoter luciferase reporter, 24 h; percent of 10 µM SAHA response; activation, % at 6 µM; hit rate 0.56% among 360,000; AID 540364, 2011;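 active means activation above the average of all compounds screened plus 3 SD, cutoff fixed separately per campaign, cut at about 7.5% in these data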;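 further: 0% = DMSO wells and 100% = 10 µM SAHA wells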
SMARCA2 act = SMARCA2 (BRM) function activators, primary screen, cell-based, luminescence, high throughput; hit rate 1% among 370,000; MG213 cells, MMTV-luciferase reporter, dexamethasone, overnight; activation, % at 9.1 µM; in the data active means activation above about 7.8%;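 further: 0% = vehicle wells and 100% = reference activator wells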
DAX1 inh-2 = DAX1 (NR0B1) inhibitors on StAR promoter, primary screen, cell-based, luminescence, SF-1 (NR5A1), full-length DAX-1; HEK293T StAR-luciferase reporter, SF-1/DAX-1 repression relief; inhibition, % at 6.8 µM; hit rate 1.1% among 370,000; AID 652010, 2013;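 active means inhibition above the mean over all tested compounds plus 3 SD, cut at about 3.6% in these data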;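 further: 0% = DAX-1 cells with DMSO and 100% = cells lacking DAX-1 with DMSO; higher inhibition means more luminescence from relief of DAX-1 repression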
KLK7 zymogen act = proKLK7 zymogen activators, primary screen, biochemical, fluorescence intensity; Kallikrein-7 (Homo sapiens), P49862; AID 652039, 2013; activation, % at 7 µM; purified proKLK7, EDANS-DABCYL substrate fluorescence; 100% is mature enzyme control, 0% vehicle; hit rate 0.9% among 370,000;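 active means activation above the mean of all tested compounds plus 3 SD, computed per campaign excluding outliers beyond control limits, cut at about 13% in these data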
hcDAF-12 act = H. contortus DAF-12 nuclear receptor activators, primary screen, cell-based, luminescence, HEK293, lit1-tk-luc reporter. hit rate 1.4% among 370,000. activation, % at 6.8 µM. HEK293 hcDAF-12 lit1-tk-luc reporter; 0% DMSO, 100% Δ7-dafachronic acid;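 active means activation above the mean of all tested compounds plus 3 SD, cut at about 5.5% in these data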;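 further: 100% = response to 3 µM Δ7-dafachronic acid high control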
HGIII-sPLA2 inh = human group III sPLA2 inhibitors, primary screen, biochemical, QFRET, BODIPY PC-A2 liposome substrate; Group 3 secretory phospholipase A2 (Homo sapiens), Q9NZ20; hit rate 0.56% among 370,000; AID 743126, 2013; QFRET BODIPY PC-A2 liposome hydrolysis, fluorescence; inhibition, % at 12.2 µM;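 active means inhibition above mean plus 3 SD of compounds lying within the high and low control bounds, cut at about 19% in these data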;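 further: 0% = median of test compound wells and 100% = no enzyme DMSO wells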
ssDAF12 agonist = S. stercoralis DAF-12 nuclear receptor activators, primary screen, cell-based, luminescence, HEK293, GRIP1 co-expression, lit1-tk-luc; AID 652126, 2013; hit rate 1% among 370,000; activation, % at 6.8 µM; HEK293 ssDAF-12/GRIP1 lit1-tk-luc reporter; % of 3 µM dafachronic acid response; Nuclear hormone receptor DAF-12 (Strongyloides stercoralis);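 active means activation above the mean over all tested compounds plus 3 SD, cut at about 0.9% in these data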;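 further: 0% = DMSO-only wells and 100% = 3 µM delta7-dafachronic acid wells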
An asterisk follows results filed as active; x = no result given. This is a random part of the collection; about 6.7% have a hit in one of these screens.

The opening three records, ahead of the listing:
SMILES	hgDAF-12 ag	DAX1 inh-1	GC-A act	GC-B act	FXN GAA850 act	SMARCA2 act	DAX1 inh-2	KLK7 zymogen act	hcDAF-12 act	HGIII-sPLA2 inh	ssDAF12 agonist
COc1cc(-c2cc3nc(NCc4cccc(Cl)c4)ccn3n2)cc(OC)c1OC	-8.6	x	-6	3	-6.3	-7	-3.1	0.0	-4.2	-49	-2.0
CCNC(=O)CSc1nc2cc([N+](=O)[O-])ccc2n1-c1cccc(C(F)(F)F)c1	2.8	-0.7	-1	2	0.9	-5	0.9	0.0	1.2	-7	-0.5
Cc1ccc(-c2ccc(CCC(=O)O)n2Cc2ccco2)cc1	-0.1	0.6	-2	-1	2.7	-8	-0.5	0.0	0.0	-2	0.1

The list itself, repeating the preview:
SMILES	hgDAF-12 ag	DAX1 inh-1	GC-A act	GC-B act	FXN GAA850 act	SMARCA2 act	DAX1 inh-2	KLK7 zymogen act	hcDAF-12 act	HGIII-sPLA2 inh	ssDAF12 agonist
COc1cc(-c2cc3nc(NCc4cccc(Cl)c4)ccn3n2)cc(OC)c1OC	-8.6	x	-6	3	-6.3	-7	-3.1	0.0	-4.2	-49	-2.0
CCNC(=O)CSc1nc2cc([N+](=O)[O-])ccc2n1-c1cccc(C(F)(F)F)c1	2.8	-0.7	-1	2	0.9	-5	0.9	0.0	1.2	-7	-0.5
Cc1ccc(-c2ccc(CCC(=O)O)n2Cc2ccco2)cc1	-0.1	0.6	-2	-1	2.7	-8	-0.5	0.0	0.0	-2	0.1
CC1CCN(C(=O)Cn2c(=O)oc3ccccc32)CC1	-2.0	1.2	-2	-2	0.0	0	-0.3	1.2	-0.6	14	-1.2
O=C(Nc1ccccc1)c1cc(C2COCCN2C(=O)c2ccccn2)on1 (stereo not given)	3.0	x	2	2	-0.2	-3	-1.1	-0.1	-0.6	14	-0.7
Cc1ccc(C(NC(=O)N2CCCC2)C(Cl)(Cl)Cl)cc1F (stereo not given)	-0.7	0.2	-2	-4	3.0	4	-0.4	-0.5	-2.5	5	-0.8
O=C1c2ccccc2NC2(CCCCC2)N1N=C1CCCCC1	12*	0.9	-2	-1	4.4	1	0.7	7.3	1.4	2	-0.5
COc1ccc(C(O)c2ncc(-c3ccc(Cl)cc3)[nH]2)cc1 (stereo not given)	2.9	x	-1	-2	0.1	-1	0.1	0.6	-1.4	-9	-0.7
CCCN(CC(=O)Nc1ccccc1C)CC(=O)Nc1ccc(Br)cc1F	0.8	0.2	-6	-7	-1.3	-2	-1.4	0.7	-1.4	-10	-1.1
CC(C)c1nnc(SCC(=O)N2CCN(C(=O)c3ccco3)CC2)n1N	-3.9	0.2	2	-2	2.2	3	0.5	-0.2	-2.2	6	-1.6
N#Cc1cccc(NC(=O)CCc2ccc(S(=O)(=O)N3CCOCC3)cc2)c1	-4.4	1.1	-2	-1	-0.4	2	-1.1	-0.3	-2.1	-1	-0.6
COCCNc1ncnc2c1nc1n2CCCC1	-2.9	-1.4	3	3	0.5	-2	0.0	0.0	-0.5	1	-1.1
CC12CCC(=O)N1C(C(=O)N1CCN(S(=O)(=O)c3ccc(Br)cc3Cl)CC1)CS2 (stereo not given)	-4.6	0.0	-1	-4	1.2	0	-0.3	-0.2	-1.8	-1	-1.2
CCN(CC(=O)Nc1ccc(NC(C)=O)cc1)C(=O)C1CC(=O)N(c2ccc3c(c2)OCCO3)C1 (stereo not given)	0.4	0.5	2	2	0.8	-2	-0.2	0.0	0.2	3	-1.2
CC(C)CN1C(=O)C(=O)N(CC(=O)c2ccc3c(c2)OCO3)C1=O	2.9	-0.9	2	-1	1.1	-2	0.2	-0.5	-0.3	4	-0.6
C[C@H](CO)N1C[C@H](C)[C@@H](CN(C)S(=O)(=O)c2ccc3c(c2)OCCCO3)OCc2cn(nn2)CCCC1=O	-0.4	1.1	1	-2	-1.1	0	-0.4	0.0	0.6	-1	-0.7
CC(C)Cc1nnc(NC(=O)CCC(=O)NC2CCCC2)s1	1.1	2.4	2	4	2.3	2	0.1	0.4	-1.3	-1	-1.0
Cc1ccc2cc(C#N)c(NCCNC(=S)NCCCN3CCOCC3)nc2c1	0.2	0.5	7	1	0.5	-2	-0.5	1.1	0.1	5	0.0
O=C(OCC(=O)N1CCN(C(=O)c2ccco2)CC1)c1ccccc1	0.7	0.5	3	5	0.2	-3	0.0	0.0	0.2	-4	-1.6
Cc1cccc(C)c1N1C(=O)c2ccccc2NC(=O)C1C(=O)NCCc1ccccc1F (stereo not given)	0.8	x	0	7	x	-1	4.7*	-0.1	-0.4	4	-0.8

Molecules above that contain a furan ring, fused or not (three):
SMILES	hgDAF-12 ag	DAX1 inh-1	GC-A act	GC-B act	FXN GAA850 act	SMARCA2 act	DAX1 inh-2	KLK7 zymogen act	hcDAF-12 act	HGIII-sPLA2 inh	ssDAF12 agonist
Cc1ccc(-c2ccc(CCC(=O)O)n2Cc2ccco2)cc1	-0.1	0.6	-2	-1	2.7	-8	-0.5	0.0	0.0	-2	0.1
CC(C)c1nnc(SCC(=O)N2CCN(C(=O)c3ccco3)CC2)n1N	-3.9	0.2	2	-2	2.2	3	0.5	-0.2	-2.2	6	-1.6
O=C(OCC(=O)N1CCN(C(=O)c2ccco2)CC1)c1ccccc1	0.7	0.5	3	5	0.2	-3	0.0	0.0	0.2	-4	-1.6

Continuation:
SMILES	hgDAF-12 ag	DAX1 inh-1	GC-A act	GC-B act	FXN GAA850 act	SMARCA2 act	DAX1 inh-2	KLK7 zymogen act	hcDAF-12 act	HGIII-sPLA2 inh	ssDAF12 agonist
O=C(NCc1nc2ccccc2[nH]1)c1ccc(S(=O)(=O)N2CCOCC2)cc1	-1.3	-0.4	-3	-6	-1.2	-2	0.1	0.4	1.3	-2	-1.1
CCC(=O)c1ccc(OCC(=O)OCC(=O)c2cc(C)n(C)c2C)cc1	2.5	0.0	4	-5	-0.1	0	0.2	0.2	1.2	-1	-0.4
COc1ccc(NC(=O)CSc2nc3ccccc3c(=O)n2CCCC(=O)NCC2CCCO2)c(OC)c1 (stereo not given)	0.9	0.1	0	-7	0.6	1	-0.2	-0.2	0.2	1	-1.2
CC(O)CNCCCOc1cccc(Oc2ccccc2)c1 (stereo not given)	-2.4	-0.3	1	-4	1.2	0	1.0	-0.6	1.4	0	-0.8
CCOC(=O)C1CCN(C(=O)C(CCSC)NC(=O)COc2ccccc2)CC1 (stereo not given)	-0.7	0.0	0	-3	-0.2	-3	-0.3	-0.5	-2.6	6	-1.5
O=C(CNC(=O)c1ccccc1Br)N/N=C/c1ccc(O)cc1	2.5	0.9	-1	1	0.4	4	-0.3	-2.0	-0.1	5	-0.9
C=CCn1c(COc2cccc(C)c2)nnc1SCn1nnc2ccccc2c1=O	1.7	-1.2	0	0	5.5	0	0.5	0.1	3.3	-3	-1.0
CCN(CC)CCN(C(=O)C1CCCCC1)c1nc2cc3c(cc2s1)OCO3	2.4	0.3	-3	0	3.1	-1	1.7	0.3	1.3	-1	-0.3
CCOc1ccc(NC(=O)CN2C(=O)CCSc3ccc(S(=O)(=O)N4CCCC4)cc32)cc1	-1.9	0.7	-2	2	-0.2	-2	1.4	0.7	-1.6	3	-1.1
Cc1nn(C2CCS(=O)(=O)C2)c(C)c1CN(C)C(=O)c1ccc(Cl)cc1 (stereo not given)	-2.2	0.1	5	7	1.5	-1	-1.4	-0.1	0.6	10	-1.4
Cc1ccc(OCC(=O)N(Cc2cccc(F)c2)C2CCS(=O)(=O)C2)cc1 (stereo not given)	0.3	0.2	1	3	0.0	-1	1.4	0.2	0.2	-5	-1.6
O=C(Nc1ccccc1Cl)c1sccc1-c1ccccc1	-0.9	0.0	-4	-5	-0.2	2	-0.6	-0.1	-2.4	1	-1.7
Cc1ccccc1Cn1cc(NC(=O)CSc2nc3c(c(C(F)(F)F)n2)CCc2ccccc2-3)cn1	4.0	-0.9	-4	4	-0.7	-3	-0.5	-0.4	-0.9	-2	-1.5
Cc1cc(C)n(C(=O)COc2c(C)cccc2C)n1	1.1	0.3	0	-2	1.1	-2	-0.2	-0.9	-1.7	-5	-1.0
Cc1onc(-c2c(F)cccc2Cl)c1C(=O)Nc1cc2cc([N+](=O)[O-])ccc2oc1=O	-5.5	x	-4	-2	x	0	-0.2	0.3	2.0	1	-0.9
O=C(NNS(=O)(=O)c1ccccc1)Nc1ccc(F)cc1	2.2	1.5	1	0	0.4	1	1.5	0.4	-0.3	3	0.0
C/C(=N/NC(=O)CN1CCN(Cc2ccccc2Cl)CC1)c1ccco1	1.0	0.4	5	1	1.8	1	-0.2	-0.3	0.0	-2	-1.1
O=S(CC(O)c1ccccc1)c1ccccc1 (stereo not given)	-2.0	-0.7	-2	1	-0.3	-2	-1.0	-0.4	0.2	2	-0.5
COc1cccc(-c2c(C(=O)N/N=C(\C)c3ccc(Cl)s3)nnn2-c2nonc2N)c1	1.8	0.5	-4	-5	-0.4	0	0.7	0.8	-1.7	-11	-0.8
CN1C2C(Br)CCCCN2c2ccc(F)cc2S1(=O)=O (stereo not given)	0.9	0.9	0	-1	0.1	0	0.0	-0.6	0.8	0	-1.7
CC(C)C(=O)c1cc2c(cc1NC(=O)c1ccccc1)OCCO2	-2.2	-0.7	-8	-4	3.5	1	-0.2	0.3	-1.2	5	-1.7
COCc1ccc(C(=O)NC2CC(C)(C)Cc3c2cnn3-c2ccc(C)cc2)o1 (stereo not given)	-4.1	0.6	2	-4	3.0	-2	0.3	-0.8	-1.4	1	-1.6
CNCCCOc1cccc(OC(C)C)c1	0.4	2.9	0	5	0.6	1	0.3	0.5	-0.7	-3	-0.9
CCOc1c(Br)cc(/C=C2\N=C(C)OC2=O)cc1Br	-0.3	0.3	20	0	1.5	1	0.1	-0.7	-0.6	-3	-1.0
NS(=O)(=O)c1ccc(NC(=O)COC(=O)/C=C/c2ccc([N+](=O)[O-])cc2)cc1	-0.9	-1.4	-5	0	0.8	-1	0.4	-0.4	0.1	-9	3.0*
